# Source: PubChem BioAssay
# PKM2 act: qHTS Assay for Activators of Human Muscle isoform 2 Pyruvate Kinase; Pyruvate kinase PKM (Homo sapiens), P14618; purified PKM2, Kinase-Glo ATP luminescence, activation; response scale: 0% is enzyme alone, no compound; Potency, µM (titrated, usually from 57.5 µM), without a hit: at the highest dose activation, usual class: activators; 260,000 tested, 0.34% active; AID 1631, 2009; also: potency is read from the fitted curve at half-maximal effect; % is scaled to controls: 0 for no effect and ±100 for the full control effect; nearly all actives have a fitted effect of over 55% in size
#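 Purified hPK-M2 (>95% pure) converted ADP (0.1 mM final) to ATP with 0.5 mM PEP in 50 mM imidazole pH7.2, KCl, MgCl2, Tween 20, BSA; 1 h at room temperature. ATP detected by Kinase-Glo luminescence.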
# TSG101-PTAP inh: qHTS Assay for Iinhibitors of HIV-1 Budding by Blocking the Interaction of PTAP/TSG101. Tumor susceptibility gene 101 protein (Homo sapiens), Q99816. Fluorescence polarization, FITC-PTAP peptide / Tsg101 binding. Potency, µM (doses to about 115 µM), inactives show at the top dose activity change, negative = inhibition, usual class: inhibitors. 340,000 tested, under 10 active; active = well fitted inhibition curve with a large enough effect in the main read-out, with a control signal flat, not every such curve was filed as active; inconclusive = small, poorly fitted or top-dose-only effect, or effect the other way, or a change in a side signal; inactive = no such curve, though single readings can be large or run the other way; also: potency is read from the fitted curve at half-maximal effect; % of control where 0% means no effect
# Target sequence (Q99816 whole entry, looked up): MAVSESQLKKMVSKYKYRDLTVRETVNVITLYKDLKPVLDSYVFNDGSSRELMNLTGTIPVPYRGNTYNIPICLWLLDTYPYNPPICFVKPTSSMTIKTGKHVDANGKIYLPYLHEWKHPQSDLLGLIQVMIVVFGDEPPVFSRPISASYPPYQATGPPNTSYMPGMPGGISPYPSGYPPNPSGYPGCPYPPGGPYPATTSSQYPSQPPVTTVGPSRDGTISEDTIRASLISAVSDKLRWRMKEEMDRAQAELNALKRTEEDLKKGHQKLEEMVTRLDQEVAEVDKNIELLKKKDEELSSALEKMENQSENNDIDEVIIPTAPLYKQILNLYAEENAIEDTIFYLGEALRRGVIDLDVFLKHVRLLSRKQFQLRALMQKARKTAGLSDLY
#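 FP read-out: FITC-PTAP peptide, 50 nM final, binding Tsg101 binding domain, 10 uM final; 20 min, r.t.; 10 mM HEPES pH 7.5, 0.15 M NaCl, 0.01% Tween 20, 3 mM EDTA, 0.1 mM TCEP.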
# GALK inh: qHTS Assay for Inhibitors of Human Galactokinase (GALK). Purified GALK, Kinase-Glo residual ATP luminescence. Potency, µM (top dose mostly 57.5 µM), without a hit: top-dose activity change, negative = inhibition, hits mostly inhibitors. 270,000 tested, 0.007% active. AID 1868, 2009; also: potency is read from the fitted curve at half-maximal effect; % is scaled to controls: 0 for no effect and ±100 for the full control effect
#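 Kinase-Glo Plus luminescence measured ATP left after a 1 h room-temperature reaction. The reaction used 5 nM GALK, 100 uM galactose and 35 uM ATP at pH 8.0 (20 mM HEPES, 5 mM MgCl2, 60 mM NaCl, 1 mM DTT, 0.01% BSA).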
# Chronic BCR inh: qHTS Assay to Find Inhibitors of Chronic Active B-Cell Receptor Signaling | ABC-DLBCL IkBa-CBG/CBR reporter, luminescence ratio, 4 h | Potency, µM (top dose mostly 46.1 µM), inactives show at the top dose ratio change, negative = lower green/red ratio, hits mostly inhibitors | 340,000 tested, 0.05% active | AID 493014, 2011; active = well fitted inhibition curve with a large enough effect in the signal ratio, with a control signal flat, not every such curve was filed as active; inconclusive = small, poorly fitted or top-dose-only effect, or effect the other way, or a change in a side signal; the % refers to the signal ratio;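 also: potency is read from the fitted curve at half-maximal effect; plate controls were basal doxycycline-induced cells for no effect and cells given 10 µM MG132 for full effect; MG132 reads +100%, hits lower the ratio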
#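 Concentration-response series (up to 46 uM) were applied to TMD8 dual-reporter cells for 4 h at 37C with doxycycline. Green/red ratio, after filter-overlap correction, defined %Activity; red signal alone was normalised to basal cells and zero luminescence.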
# a7 integrin act: qHTS for Activators of Integrin-Mediated Alleviation for Muscular Dystrophy. alpha7betagal myoblasts, beta-gal FDG fluorescence, 48 h. Potency, µM (titrated, usually from 38.3 µM), without a hit: at the highest dose activation, usual class: activators. 350,000 tested, 0.064% active;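 also: potency is read from the fitted curve at half-maximal effect; 100% = response of the positive control SU9516; nearly all actives have a fitted effect of over 60% in size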
#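 Alpha7betagal+/- myoblasts (passage 13) were plated 16-24 hr, then exposed to compounds (1:260 dilution of DMSO stock) for 48 hours at 37C. After MPER lysis, β-galactosidase reporter activity was read as FDG fluorescence (ex 480/em 540) after 30 minutes.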
# FBPA coupling cs: qHTS Assay for Inhibitors of Fructose-1,6-bisphosphate Aldolase from Giardia Lamblia: Coupling assay counterscreen. 290,000 tested, 0.67% active. activity change, negative = inhibition, % at 58.2 µM, hits read low. AID 2472, 2010. coupling enzyme system counterscreen, AmpLite Red fluorescence; in the data active = activity change below about -30%; also: % is scaled to controls: 0 for no effect and ±100 for the full control effect
#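 Final compound at 57.5 uM, incubated 10 min at RT with coupling enzyme reagent (glyceraldehyde-3-phosphate), then 20 min with substrate and AmpLite Red detection. Fluorescence read at 525/598 nm; tests interference with the coupling assay, not aldolase inhibition.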
# S-ASM inh: Inhibitors of Secretory Acid Sphingomyelinase (S-ASM): qHTS; Sphingomyelin phosphodiesterase (Homo sapiens), P17405; placental ASM, HMU-PC fluorogenic substrate, 60 min; Potency, µM (doses to about 57.5 µM), inactives show top-dose activity change, negative = inhibition, usual class: inhibitors; 340,000 tested, 0.006% active; also: potency is read from the fitted curve at half-maximal effect
# Target sequence (P17405 47-631 limits assumed): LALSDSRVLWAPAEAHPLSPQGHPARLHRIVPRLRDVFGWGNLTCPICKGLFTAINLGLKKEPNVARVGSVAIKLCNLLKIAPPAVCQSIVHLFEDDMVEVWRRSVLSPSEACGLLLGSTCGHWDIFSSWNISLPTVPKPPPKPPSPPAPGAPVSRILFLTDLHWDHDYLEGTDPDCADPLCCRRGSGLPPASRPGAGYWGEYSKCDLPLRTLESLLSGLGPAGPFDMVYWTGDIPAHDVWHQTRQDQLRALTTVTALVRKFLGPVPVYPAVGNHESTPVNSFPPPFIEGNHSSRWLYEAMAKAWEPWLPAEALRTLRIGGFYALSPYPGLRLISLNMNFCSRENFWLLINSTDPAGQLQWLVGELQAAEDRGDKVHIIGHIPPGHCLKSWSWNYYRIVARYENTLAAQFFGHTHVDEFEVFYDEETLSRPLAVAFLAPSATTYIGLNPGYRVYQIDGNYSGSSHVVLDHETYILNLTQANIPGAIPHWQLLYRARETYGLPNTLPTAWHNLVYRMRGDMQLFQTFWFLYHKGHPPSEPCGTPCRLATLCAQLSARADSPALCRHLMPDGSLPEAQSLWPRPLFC
#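 Steps: dispense placental human ASM, pin compound, wait 10 min at room temperature, add HMU-PC0 substrate at 9 uM final, incubate 60 min at 37 °C, add stop solution raising pH to 10, read fluorescence.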
# Menin-MLL TR inh: qHTS Assay for Inhibitors Targeting the Menin-MLL Interaction in MLL Related Leukemias: Competition With Texas Red Labeled MLL-derived Mutant Peptide; Menin + Texas Red MLL mutant peptide, fluorescence polarization; Potency, µM (top dose mostly 61.6 µM), for the others: at the highest dose FP activity change, negative = inhibition, hits mostly inhibitors; 270,000 tested, 0.23% active; AID 1768, 2009; active = well fitted inhibition curve with a large enough effect in the polarisation, with a control signal flat, not every such curve was filed as active; inconclusive = small, poorly fitted or top-dose-only effect, or effect the other way, or a change in a side signal; inactive = no such curve, though single readings can be large or run the other way; the % refers to the polarisation; also: potency is read from the fitted curve at half-maximal effect; % of control where 0% means no effect; many of its hits are not listed in these tables
# Giardia killer: Small Molecules that selectively kill Giardia lamblia: qHTS; Giardia lamblia trophozoite viability; activity change, % at 7.66 µM, hits read low; 340,000 tested, 0.15% active; in the data active = activity change below about -80%; inconclusive = between about -30% and that limit;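 also: parasites exposed to compound for two days anaerobically before the ATP read; % is scaled to controls: 0 for no effect and ±100 for the full control effect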
#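 Anaerobic 48 hrs incubation at 37 deg C of 100 trophozoites/well with test compounds; ATPLite 1-Step luminescence, 15-30 min RT, reports cellular ATP as viability.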
# B2AR arrestin: qHTS assay of beta-arrestin-biased ligands of beta2-adrenergic receptor. 330,000 tested, 0.02% active. Beta-2 adrenergic receptor (Homo sapiens), P07550. Potency, µM (highest dose often 46.1 µM), for inactives: at the top dose activation, hits mostly activators. beta-arrestin recruitment to beta2AR, cell-based reporter;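 also: potency is read from the fitted curve at half-maximal effect; 0% = DMSO controls and full agonism = EC100 isoproterenol or metaproterenol; nearly all actives have a fitted effect of over 65% in size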
# Tb PFK block: qHTS Assay to Find Inhibitors of T. brucei phosphofructokinase; Potency, µM (doses to about 57.5 µM), for inactives: at the highest dose activity, negative = inhibition, most hits filed as inhibitors; 330,000 tested, 0.17% active; ATP-dependent 6-phosphofructokinase (Trypanosoma brucei brucei), O15648; T. brucei PFK, ADP-Glo luminescence;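 also: potency is read from the fitted curve at half-maximal effect; 0% = uninhibited 1x PFK enzyme wells and -100% = no-enzyme wells; nearly all actives have a fitted effect of over 60% in size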
#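 ADP-Glo luminescence quantified ADP after 45 min at room temperature, with 1.25 nM T. brucei PFK, 0.1 mM ATP and 0.5 mM fructose-6-phosphate in pH 8.0 TEA buffer. qHTS titrations up to 57 µM; curves classified by quality.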
# * = called active by the depositor; ? = inconclusive; . = not tested or not shown; [ ] = dose if it differs, or a comment. Unless noted, calls follow the shape of the dose curve; as a rule, active = well fitted curve in the direction sought with a large enough effect; inconclusive = small, poorly fitted or top-dose-only effect, or another doubt; inactive = no such curve, though single readings can be large; an effect the other way counts as inactive or inconclusive. Only part of the results is shown. The share of hits here may be higher or lower than overall.
SMILES,PKM2 act,TSG101-PTAP inh,GALK inh,Chronic BCR inh,a7 integrin act,FBPA coupling cs,S-ASM inh,Menin-MLL TR inh,Giardia killer,B2AR arrestin,Tb PFK block
O=C(COC(=O)c1cccc(S(=O)(=O)N2CCCC2)c1)Nc1ccccc1,-9%,0%,0%,6%,12%,2,-6%,-2%,-3,-0.1%,-8%
COCCNC(=O)CSc1nc2cc3c(cc2c(=O)n1CCCC(=O)NCCc1ccc(OC)c(OC)c1)OCO3,4%,-4%,0%,?,6%,2,0%,-1%,-16,-0.1%,-2%
N/C(=N\OC(=O)c1cc(Cl)ccc1Cl)c1cccnc1,0%,2%,1%,-4%,-24%,-1,0%,?,-18,0.2%,-1%
Cn1c(=O)c([N+](=O)[O-])c(NCc2ccccc2)c2ccccc21,4%,0%,2%,?,-4%,0,-4%,11%,-6,0.0%,-2%
Cc1ccc(-c2cccc(C(=O)NCCc3ccccc3)n2)c2ccccc12,-2%,-5%,.,0%,-4%,0,-7%,4%,4,-0.4%,4%
COc1ccc(S(=O)(=O)N(C)C[C@H]2Oc3ccc(NC(=O)NC4CCCCC4)cc3C(=O)N([C@H](C)CO)C[C@@H]2C)cc1,.,-5%,.,0%,-9%,.,-1%,.,-17,-0.6%,0%
Cc1ccc2c(c1)C1CN(C)CCC1N2S(=O)(=O)c1ccc(C#N)cc1 (stereo not given),.,-7%,.,2%,11%,.,-2%,.,3,-0.2%,0%
CC1(C)CN2C(=O)c3ccccc3C2(C)S1 (stereo not given),-4%,-1%,-1%,-8%,2%,0,2%,-13%,-14,-0.2%,-4%
CN(C)S(=O)(=O)N1CCN(CC(O)COc2ccc(C(=O)c3ccccc3)cc2)CC1 (stereo not given),1%,2%,-3%,-9%,-28%,4,-1%,-5%,8,0.1%,1%
COc1ccc(-n2nnnc2SCC(=O)c2cc3ccccc3o2)cc1,-2%,-1%,2%,?,-10%,3,-5%,-10%,-5,0.9%,1%
COc1cccc(-c2ccc(NC(=O)C3CCCN(Cc4cnc(C)n4C)C3)cc2)c1 (stereo not given),4%,-1%,-2%,?,-48%[inhibitor],-3,-4%,0%,3,-0.5%,-7%
COc1ccc(CNC(=O)C(NS(=O)(=O)c2ccc3c(c2)CCCN3C(C)=O)C(C)C)cc1 (stereo not given),1%,-5%,0%,-1%,11%,0,7%,29%,29,0.6%,2%
COCCN(C(=O)CSc1nncn1-c1ccccc1)c1c(N)n(Cc2ccccc2)c(=O)[nH]c1=O,-11%,-1%,0%,-1%,-12%,2,8%,0%,-26,-0.1%,-7%
O=C(/C=C/c1ccccc1)Nc1cc(S(=O)(=O)N2CCOCC2)ccc1N1CCOCC1,.,1%,.,?,-20%,.,.,.,-4,-0.2%,-5%
Cc1cc(S(=O)(=O)NCc2ccccc2)ccc1OCC(=O)NCc1ccccn1,9%,5%,1%,0%,8%,2,0%,-6%,-2,4.3%,-3%
O=C(Cc1ccc(-n2c(=O)c3ccccc3n(Cc3ccc(F)cc3)c2=O)cc1)NCC1CCCO1 (stereo not given),0%,-5%,0%,8.2µM*,-16%,0,-3%,-20%,12,-1.3%,5%
Cc1ccc(N(C)S(=O)(=O)c2csc(C(N)=O)c2)cc1C,.,-3%,7%,-10%,-3%,-3,-1%,1%,22,0.4%,-2%
Cc1ccc(-n2nc(C)c3c2OC(N)=C(C#N)C3c2ccco2)cc1 (stereo not given),5%,-8%,-1%,?,-4%,-7,-2%,-1%,4,-0.3%,?
O=C(NC1CCCC1)C(c1ccc(F)cc1)N(Cc1ccc(Cl)cc1)C(=O)CCl (stereo not given),-1%,0%,-4%,1%,-66%[inhibitor],4,0%,9%,-13,5.5%,-1%
O=C(CCNS(=O)(=O)c1ccccc1)NNC(=O)COc1ccc(Cl)cc1,.,-6%,.,2%,-17%,.,2%,.,7,-0.1%,-9%
CCCN(CCC)C(=O)NC1CC(=O)N(c2ccc(OC)cc2)C1 (stereo not given),0%,-3%,0%,-9%,-22%,2,3%,2%,-17,0.0%,6%
O=C(NCc1nnc2c(C(F)(F)F)cc(Cl)cn12)c1cccnc1,.,0%,-5%,-5%,10%,-1,-4%,11%,14,-0.3%,8%
CCCCNC(=O)Cc1ccc(C)cc1,-8%,-1%,.,2%,11%,1,3%,17%,2,-0.4%,-5%
CC(C)[C@H](NC(=O)N1CCn2c1nc1ccccc12)C(=O)NC1CCCCC1,-1%,-11%,11%,3%,-10%,0,-5%,-6%,26,0.0%,-3%
Cc1sc(NC(=O)c2cc(-c3ccc(Cl)cc3)nc3ccccc23)c(C(N)=O)c1C,8%,1%,-1%,0%,2%[1.53 µM],2,0%,-20%,12,-1.4%,-3%
SMILES,PKM2 act,TSG101-PTAP inh,GALK inh,Chronic BCR inh,a7 integrin act,FBPA coupling cs,S-ASM inh,Menin-MLL TR inh,Giardia killer,B2AR arrestin,Tb PFK block
COc1ccccc1C(=O)Nc1ccc(S(=O)(=O)N2CCOCC2)cc1,4%,-2%,0%,?,-6%,0,3%,-10%,3,-0.2%,-1%
Cc1ccc(NC(=O)C(=O)NCc2ccc(/C=N/NC(=O)c3c(C)nc4ccccn34)o2)cc1,-2%,-1%,-1%,?,-10%,-6,3%,10%,-2,3.2%,8%
COc1cc(Cl)ccc1OCc1cc(C(=O)N(C)Cc2cccc3cnccc23)no1,0%,0%,-6%,3%,-41%,.,.,.,2,-1.0%,3%
CCC(=O)/C=C1\Sc2ccc(OC)cc2N1CCO,8%,-6%,-2%,-6%,10%,1,2%,-8%,7,-1.1%,7%
COc1ccc(-c2cc(C(F)(F)F)nc(-n3ccnc3C)n2)cc1,-13%,1%,-4%,-14%,12%,6,0%,?,0,0.1%,0%
CC(Cc1cccs1)NC(=S)Nc1ccc(Cl)cc1 (stereo not given),0%,-2%,3%,14%,-55%[inhibitor],3,-4%,?,4,0.5%,-5%
Cc1ccc(C2NC(=O)c3sc(=S)n(-c4ccccc4)c3N2)cc1 (stereo not given),-13%,-2%,0%,-1%,0%,3,2%,?,-12,-0.3%,-15%
COC(CNC(=O)C1CCC(CNS(=O)(=O)c2c(C)cc(C)cc2C)CC1)OC (stereo not given),.,1%,0%,4%,-16%,-1,4%,0%,-23,-0.6%,0%
O=C(N/N=C/c1ccc([N+](=O)[O-])cc1)c1cc2ccccc2o1,0%,0%,10%,?,25%,1,-2%,.,-10,0.7%,-2%
CS(=O)(=O)N(Cc1ccc(Cl)cc1)c1ccc(C(=O)NCCC2=CCCCC2)cc1,-11%,-4%,0%,8%,4%[7.66 µM],-3,-1%,16%,2,0.1%,-5%
C#CCOCCOCCOCCNc1nc(N2CCN(C(=O)[C@H](CCC(=O)O)n3cc([C@@H](N)[C@H](C)CC)nn3)CC2)nc(N2CCN(C(=O)[C@H](CCC(=O)O)n3cc([C@@H](N)CCSC)nn3)CC2)n1,.,-7%,.,?,2%,.,0%,.,-16,-1.1%,-1%
NC(=O)CC(NC(=O)c1ccc(Br)cc1)c1ccc(NC2CCCCCC2)c([N+](=O)[O-])c1 (stereo not given),12%,7%,.,-3%,4%,-1,-12%,23%,-11,0.2%,-6%
O=C(O)c1ccc2c(c1)N(Cc1ccccc1)C(=O)c1ccccc1S2=O (stereo not given),-2%,-4%,-5%,-3%,-17%,12,1%,0%,-24,-0.3%,-6%
CC(OC(=O)c1ccc2ncsc2c1)C(=O)N(C)C1CCCCC1 (stereo not given),.,1%,.,1%,18%,.,1%,.,2,0.4%,?
CC(C)(C)c1ccc(C(=O)Nc2nonc2-c2nc3ccccc3[nH]2)cc1,-16%,-4%,2%,?,-16%,1,-6%,-15%,-2,-0.2%,1%
O=C(CNC(=O)c1ccc2c(c1)OCO2)N/N=C/c1cc(Br)ccc1O,0%,-2%,-1%,3%,-15%,1,168%[activator],29%,1,-0.1%,-2%
